Screening results (PubChem)
GRK2 aptamer HTS: compounds blocking aptamer binding on GRK2 – biochemical, human GRK2, bead flow cytometry, HTS, primary screen; Beta-adrenergic receptor kinase 1 (Homo sapiens), P25098; FAM-aptamer displacement from GRK2; inhibition of aptamer binding, % at 10 µM; 330,000 compounds, 0.59% hits;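 active = inhibition of aptamer binding above 40%, roughly 3 SD of noise, on plates passing a quality check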;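 note: median bead fluorescence of bound FAM aptamer so fluorescent compounds give negative values; no value below 0 was filed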
CIT2 TOR yeast: modulators of CIT2-GFP expression in yeast, primary screen, S. cerevisiae, GFP fusion, multiplex flow cytometry, MLPCN library. S. cerevisiae CIT2-GFP strain, 3 h; 100 means same as DMSO wells. GFP response vs DMSO, % at 10 µM. 320,000 compounds, 0.065% hits. AID 2029, 2009;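 active = GFP response relative to DMSO above a set limit, near the screen mean plus 3 SD, cut at about 150% in these data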;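 note: ratio of well median GFP fluorescence to mean of DMSO wells on the plate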
BCLXL inh: inhibitors of human Bcl-xL, primary screen, biochemical, fluorescence polarization, HTS. AID 2129, 2009. GST-Bcl-xL / FITC-Bim BH3 peptide fluorescence polarization. inhibition, % at 10.9 µM. 320,000 compounds, 0.7% hits;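 active = inhibition above the mean of all tested compounds plus 3 SD, cutoff set per campaign, cut at about 30% in these data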;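 note: 0% = DMSO wells and 100% = unlabeled Bim-BH3 peptide competitor; inhibitors lower millipolarization by displacing the labeled peptide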
Target sequence (Q07817 whole entry, looked up): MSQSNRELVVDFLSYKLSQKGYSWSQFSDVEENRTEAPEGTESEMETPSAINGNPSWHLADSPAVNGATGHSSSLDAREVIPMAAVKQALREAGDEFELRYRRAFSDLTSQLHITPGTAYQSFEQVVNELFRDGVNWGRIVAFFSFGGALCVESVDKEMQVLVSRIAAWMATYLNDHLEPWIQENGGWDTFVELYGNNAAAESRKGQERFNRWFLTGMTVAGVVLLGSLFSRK
MCL1 BIM primary: inhibitors of MCL1 binding to BIM-BH3, primary screen, biochemical, fluorescence polarization | inhibition, % at 10.9 µM | Induced myeloid leukemia cell differentiation protein Mcl-1 (Homo sapiens), Q07820 | 320,000 compounds, 0.68% hits | GST-MCL1 / FITC-Bim-BH3 fluorescence polarization;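 active = inhibition above the mean inhibition of all tested compounds plus 3 SD, set per campaign, cut at about 40% in these data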;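 note: 0% = DMSO wells and 100% = unlabeled Bim-BH3 peptide control; higher means more loss of mP so more displacement of Bim peptide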
Target sequence (Q07820 whole entry, looked up): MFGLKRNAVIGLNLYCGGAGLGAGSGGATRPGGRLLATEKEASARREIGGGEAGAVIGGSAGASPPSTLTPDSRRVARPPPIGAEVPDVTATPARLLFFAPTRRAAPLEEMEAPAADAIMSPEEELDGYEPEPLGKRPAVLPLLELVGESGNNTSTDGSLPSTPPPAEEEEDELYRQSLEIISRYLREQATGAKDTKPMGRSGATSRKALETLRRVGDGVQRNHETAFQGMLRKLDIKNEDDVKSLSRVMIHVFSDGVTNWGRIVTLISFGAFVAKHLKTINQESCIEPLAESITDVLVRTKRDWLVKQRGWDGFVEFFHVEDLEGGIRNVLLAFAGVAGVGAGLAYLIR
AGP1-GFP MLPCN: modulators of AGP1-GFP expression in yeast TOR pathway, primary screen, cell-based, multiplex flow cytometry, S. cerevisiae, MLPCN library. 3 h; GFP as percent of DMSO wells. GFP response vs DMSO, % at 10 µM. 320,000 compounds, 0.02% hits. AID 2066, 2009;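 active = GFP response relative to DMSO above a set limit, near screen average plus 3 SD, cut at about 150% in these data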;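 note: median GFP channel fluorescence of the gated AGP1 strain per well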
GLD-1 TGE inh: GLD-1/TGE RNA complex disruptors, primary screen, biochemical, fluorescence polarization | Female germline-specific tumor suppressor gld-1 (Caenorhabditis elegans), Q17339 | purified GLD-1 + fluorescein TGE RNA | inhibition, % at 5.96 µM | 320,000 compounds, 0.44% hits;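 active = percent inhibition above a per-plate cutoff, the plate mean of test compounds plus 3 SD, cut at about 30% in these data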;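 note: 0% = DMSO wells with GLD-1 and probe and 100% = wells lacking GLD-1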
VLA-4 inh: inhibition in human VLA-4 binding assay, primary screen, VLA-4 allosteric modulator project, MLPCN library, flow cytometry, VLA-4 expressing cells; Integrin alpha-4 (Homo sapiens), P13612; ligand binding flow cytometry; inhibition, % (about 7 µM as worked out from the volumes in the protocol); 330,000 compounds, 0.2% hits; in the data active = inhibition above about 50%
Yeast superoxide: reduction of superoxide in aged yeast, primary screen, HTS; S. cerevisiae aged cells, superoxide DHE fluorescence; stronger effect = lower value; superoxide response (% of plate mean), % at 10 µM; 330,000 compounds, 0.18% hits; AID 2690, 2010;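 active = superoxide response under a set limit, about three screen SD below normal, cut at about 65% in these data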;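 note: yeast aged for seven days with compound at 30 °C before DHE staining; 100% = average MFI of all compound-treated wells on the plate with controls excluded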
MEX-5 binding: MEX-5 zinc finger RNA-binding disruptors – biochemical, C. elegans, fluorescence polarization, MLPCN library, primary screen. Zinc finger protein mex-5 (Caenorhabditis elegans), Q9XUB2. MEX-5/FITC-TCR2 RNA binding; stronger effect = lower value. activity score (negative = inhibition of binding), % at 10 µM. 300,000 compounds, 0.38% hits;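 active = inhibition past about -25% in most replicates, and total fluorescence under double the plate's negative control median, limit read from the data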;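 note: 0% = DMSO and -100% = 5 µM competing unlabeled TCR2 RNA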
Target sequence (Q9XUB2 whole entry, looked up): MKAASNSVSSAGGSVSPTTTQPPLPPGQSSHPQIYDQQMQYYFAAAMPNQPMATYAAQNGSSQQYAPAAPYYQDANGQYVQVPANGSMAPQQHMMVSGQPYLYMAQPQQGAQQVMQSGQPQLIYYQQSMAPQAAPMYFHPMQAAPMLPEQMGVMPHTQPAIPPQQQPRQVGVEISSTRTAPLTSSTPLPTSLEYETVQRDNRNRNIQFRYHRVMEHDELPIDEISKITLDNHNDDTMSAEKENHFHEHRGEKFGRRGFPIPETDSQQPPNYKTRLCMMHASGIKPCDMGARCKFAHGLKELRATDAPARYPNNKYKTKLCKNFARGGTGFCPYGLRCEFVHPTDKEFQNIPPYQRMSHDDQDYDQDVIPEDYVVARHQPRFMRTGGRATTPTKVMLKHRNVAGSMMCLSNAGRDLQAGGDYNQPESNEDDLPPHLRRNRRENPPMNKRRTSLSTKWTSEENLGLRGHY
Starred values were filed as active, the others as inactive; / = not tested or not shown; [ ] = dose if it differs, or a comment.

molecule,GRK2 aptamer HTS,CIT2 TOR yeast,BCLXL inh,MCL1 BIM primary,AGP1-GFP MLPCN,GLD-1 TGE inh,VLA-4 inh,Yeast superoxide,MEX-5 binding
CCc1ccc(NC(=O)C(C)OC(=O)c2ccc(-n3cnnn3)cc2)cc1 (centres undefined),2,101,-8,-13,105,6,2,106,0.2
O=C(O)c1cccc(-c2ccc(/C=N/NC(=O)c3cccnc3)o2)c1,10,92,10,13,101,1,6,103,-3.9
Oc1ccc(-c2cn3cc(C(F)(F)F)ccc3n2)cc1,6,112,-2,-11,106,1,14,113,2.3
COc1cc([N+](=O)[O-])ccc1NC(=O)COC(=O)CCOc1ccc(C)cc1,0,93,7,2,93,4,16,70,/
CC(CCc1ccccc1)NC(=O)CN1CCN(Cc2ccccc2)C1=O (centres undefined),0,101,1,-6,/,0,22,110,1.6
CC(=O)Nc1c(C(N)=O)oc2ccc(Cl)cc12,5,107,8,8,106,-3,-10,98,-2.3
CC(C)(C)c1ccc(N2C(=O)Cc3c2nc(N)c(C#N)c3N)cc1,5,103,7,15,98,4,-3,100,-1.1
Cc1ccc(NC(=O)OCc2cccs2)cc1,1,95,-3,-6,104,5,57*,99,-2.1
COc1ccc(C(=O)NNC(=O)CSc2nnc(-c3cccnc3)o2)cc1,0,97,-3,-5,97,-10,8,100,1.1
COC(=O)c1cccc(NC(=S)N2CCN(C)CC2)c1,0,101,4,6,99,-6,11,102,-0.9
CCOC(=O)c1sc2nc(N3CCOCC3)c3c(c2c1N)CCN(Cc1ccccc1)C3,11,100,6,8,103,12,-6,85,3.2
CCN(CC)S(=O)(=O)c1cccc(-c2nnc(SCc3nnc(-c4ccccc4)o3)n2C)c1,0,104,1,-2,103,6,24,101,-1.1
O=C(Nc1ccc(OC(F)(F)F)cc1)c1ccc2c(c1)no[n+]2[O-],2,109,-3,-8,118,4,2,93,-2.5
CC(=O)Oc1cc2c(C(C)=O)coc2c2ccccc12,1,95,12,14,98,1,25,118,-0.7
COc1ccc(/C=C(/NC(=O)c2cccc([N+](=O)[O-])c2)C(=O)O)cc1,1,92[may fluoresce red],10,2,85[may fluoresce red],6,2,94,0.0
Cc1cc(Cl)c(OCCCN2CCCCC2)c(Br)c1,0,106,8,6,101,0,-6,107,-2.5
CCCCCCSc1ccc([C@H]2N[C@@](CC(C)C)(C(=O)OC)[C@H]3C(=O)N(C)C(=O)[C@@H]23)cc1OC,0,76,1,5,82,-6,2,104,0.9
CC(=O)c1ccc(NC(=O)/C(=C\c2ccccc2)NC(=O)c2ccco2)cc1,0,107,2,-3,101,1,22,98,-1.4
Cc1ccc(O)c(C2=NNC(c3ccc(Cl)cc3)C2)c1 (centres undefined),0,95,0,-3,98,-4,1,97,-1.6
CC(C)(O)C(=O)NN(C(=O)c1ccccc1)c1cccc(Br)c1,0,101,7,2,99,1,1,122,0.2
O=C(c1cccc(Br)c1)N1CCN(C2=NS(=O)(=O)c3ccccc32)CC1,8,98,12,10,103,-1,6,102,2.3
COc1cc(OC)c(NS(=O)(=O)c2c(C)[nH]c(=O)[nH]c2=O)cc1Cl,0,98,/,/,95,/,2,99,-1.7
CCN(CC)CCN1C(=O)C(O)=C(C(=O)c2sc(C)nc2C)C1c1cccnc1 (centres undefined),18,92,3,0,97,0,3,106,1.8
CC(=O)N1CCN(c2ccccc2NC(=O)Cc2ccc(Cl)cc2)CC1,0,101,6,18,110,0,-14,96,1.3
O=C(CN1CCN(Cc2ccccc2)CC1)Nc1ccc(-n2cnnn2)cc1,0,104,5,3,106,5,-1,100,/
CC(C)NC(=O)c1cccc(Cn2cc(Cl)cn2)c1,0,92,-3,-11,115,6,15,98,0.8
COc1ccc(CCn2c(-c3ccc(C(C)(C)C)cc3)n[nH]c2=S)cc1OC,1,116,-23,-22,111,-1,-6,85,0.5
CC(C(=O)N1CCc2ccccc2C1)N1C(=O)c2ccccc2C1=O (centres undefined),2,96,3,2,98,1,3,91,-0.9
O=C(CSc1nnnn1C1CC1)N1CCN(c2cccc(Cl)c2)CC1,2,95,/,/,103,4,18,98,/
Cc1cccc(N2CCC(N=CN(C)C)=N2)c1,3,111,6,8,105,-6,18,95,-1.4
O=C(Nc1ccc(S(=O)(=O)N2CCCCC2)cc1)C1CC(=O)N(c2ccc(Cl)cc2)C1 (centres undefined),1,101,6,3,102,1,4,105,1.7
CCCn1nnc(NC(=O)c2cc(Br)cc(Br)c2OC)n1,0,94,2,0,98,-3,7,110,2.4
CCC(=O)Nc1cc2nn(-c3ccc(OC)cc3)nc2cc1C,1,92,4,6,98,4,14,92,-2.1
COc1ccccc1CNC(=O)c1ccc(SC)cc1OC,3,78,1,-5,94,6,3,98,-2.6
Cc1ccc(Cn2c(SCC(=O)NCC3CCCO3)nc3c2c(=O)n(C)c(=O)n3C)cc1 (centres undefined),0,111,4,1,104,1,7,99,0.0
Cc1ccc(C(=O)COC(=O)c2cc(=O)[nH]c3ccccc23)cc1,0,86,2,-5,97,13,2,100,2.5

An excerpt of these results, with two lines to a compound:
Below each SMILES: GRK2 aptamer HTS, CIT2 TOR yeast, BCLXL inh, MCL1 BIM primary, AGP1-GFP MLPCN, GLD-1 TGE inh, VLA-4 inh, Yeast superoxide, MEX-5 binding
Cc1ccc(C(=O)COC(=O)c2cc(=O)[nH]c3ccccc23)cc1
  0, 86, 2, -5, 97, 13, 2, 100, 2.5
CCC(=O)Nc1cc2nn(-c3ccc(OC)cc3)nc2cc1C
  1, 92, 4, 6, 98, 4, 14, 92, -2.1

Following part
molecule,GRK2 aptamer HTS,CIT2 TOR yeast,BCLXL inh,MCL1 BIM primary,AGP1-GFP MLPCN,GLD-1 TGE inh,VLA-4 inh,Yeast superoxide,MEX-5 binding
C=CCNc1nnc(C)c2ccccc12,1,95,1,0,96,-4,8,98,-0.3
CCOc1ccccc1OCC(=O)NCc1ccco1,4,104,8,9,103,8,5,87,-1.6
Cn1c(SCC(=O)O)nc2ccccc2c1=O,1,101,-3,2,103,4,5,106,1.1
COc1ccc2c(c1)C(=O)Cc1ccccc1O2,0,84,1,-4,85,-3,11,110,/
CCCCC1(C)NC(=O)c2c(C)sc(C(=O)OCC)c2N1 (centres undefined),1,113,2,1,105,6,-15,102,0.0
COc1cc(OC)cc(C(=O)NCCN2C(=O)S/C(=C\c3cccs3)C2=O)c1,4,89,-5,2,94,-4,0,109,-0.5
N#CCC(=O)Nc1ccc(C(=O)NCC2(N3CCOCC3)CCCCC2)cc1,0,94,2,0,98,-5,20,83,/
CC(C)(C)NC(=O)NC(=O)COC(=O)CNC(=O)C1CCCCC1,2,109,7,9,94,-11,4,112,-2.4
CC(=O)NC1CSCC1OC(C)=O (centres undefined),3,102,3,6,108,-4,12,97,0.2
Cc1nc(S(=O)(=O)Cc2ccccc2Cl)nc2c1CCC2,3,99,3,2,97,0,-11,111,0.9
COc1ccc(/C=C(\C#N)C(=O)OCC(=O)N(C)C2CCS(=O)(=O)C2)cc1 (centres undefined),0,89,0,-6,89,3,-4,101,3.2
O=S(=O)(NCc1cn2ccccc2n1)c1cccs1,0,113,8,2,108,-2,8,85,2.2
COc1ccc(CNC(=O)CN(c2cc(C)cc(C)c2)S(=O)(=O)c2c(C)noc2C)cc1,5,102,1,-1,103,1,13,105,-2.7
O=C(Nc1cccc(F)c1)c1sc(Cl)nc1-c1ccccc1,0,94,1,-3,97,-2,15,99,-1.1
CC(C)(C)c1ccc(Cn2nnc3c(=O)[nH]c(C4CCCN(C(=O)Cc5cccs5)C4)nc32)cc1 (centres undefined),4,102,3,8,100,7,6,100,0.8
Cc1ccc(S(=O)(=O)N(C)c2ccc(N)cc2)cc1,0,101,0,5,104,6,-19,92,1.7
Cc1cccc(NC(=O)CSc2cc(C)c(C#N)c3nc4ccccc4n23)c1,2,103,-2,-1,105,7,15,97,-2.5
Cc1ccc(S(=O)(=O)/N=C(/c2ccc(F)cc2)N2CCCC2)cc1,2,100,-5,3,98,4,6,112,-0.3
Cc1ccc(SCCC(=O)NC2CC2)cc1,0,93,8,0,/,-2,0,110,1.4
C=CCOc1c(Br)cc(CNc2ccc3[nH]c(=O)[nH]c3c2)cc1OCC,1,96,2,-2,93,1,-15,113,-0.7
CCOC(=O)c1sc2nc(C(C)C)c3c(c2c1N)CC(C)(C)OC3,1,107,-5,-2,96,5,10,107,-0.7
CCCCN=CC1=C(O)C(C(=O)OC)C(C)(C)CC1=O (centres undefined),0,99,8,-5,103,-4,14,103,1.4
CC1=C(C(=O)Nc2ccc(F)cc2)C(c2cccc(C)c2)n2nc(CCCO)nc2N1 (centres undefined),0,99,0,-1,102,6,51*,97,-0.7
O=S(=O)(Nc1ccc(S(=O)(=O)Nc2ccccc2)cc1)c1ccccc1,0,95,3,1,95,4,3,105,-2.1
O=C(COc1ccccc1Cl)N1CCc2ccccc2C1,1,113,7,8,92,8,7,95,2.0
Cc1noc(C(=O)NCc2ccc(F)cc2)c1Cl,2,98,2,8,99,0,19,97,0.1
Cc1ccc(-c2nnc(N3CCOCC3)c3ccccc23)cc1S(N)(=O)=O,6,85,0,1,86,-4,3,104,-3.0
COc1cc2c(cc1OC)C(SC)=NC1(CCCC1)C2,2,106,-2,0,95,3,14,97,-1.3
Cc1cc(-c2nnc(CCC(=O)N(C)Cc3ccsc3)o2)no1,2,97,6,3,93,-2,9,91,-0.4
O=C(COc1ccccc1)NNC(=S)NC(=O)c1ccccc1,2,96,6,1,102,1,23,207,-1.1
COc1ccc(C(=O)c2nc3c(n2O)CCCC3)cc1OC,3,97,0,-1,99,-2,-1,92,-0.9
N#CC1=C2Nc3ccccc3N2C(=O)NC1(c1ccccc1)C(F)(F)F (centres undefined),0,105,3,-10,71,-1,14,111,-2.9
O=C(COC(=O)c1cc(S(=O)(=O)N2CCCCC2)ccc1N1CCOCC1)c1ccccc1,0,96,3,6,108,6,7,80,-0.5
O=C(Nc1ccccc1C(=O)O)c1cccc(S(=O)(=O)Nc2ccc(Br)cc2)c1,0,104,6,14,103,-8,1,98,-4.3
CCN(CC)CCOC(c1ccccc1)c1ccc(C)cc1 (centres undefined),0,108,5,5,115,1,5,115,0.9
NC(=O)c1ccc[n+](CCC[n+]2cccc(C(N)=O)c2)c1,0,96,0,-2,98,1,7,96,1.3
CC(C(=O)NC1CCCC1)N(Cc1ccco1)C(=O)c1snc(C(=O)NC2CCCC2)c1N (centres undefined),0,92,3,-3,96,2,18,91,3.1
